TRb SRC2 PPI: qHTS for Inhibitors of the Interaction of Thyroid Hormone Receptor and Steroid Receptor Coregulator 2; Thyroid hormone receptor beta (Homo sapiens), P10828; TRbeta-SRC2 peptide binding, fluorescence polarization; receptor liganded with 1 µM T3; Potency, µM (titrated, usually from 106 µM), for inactives: top-dose activity change, negative = inhibition, actives largely listed as inhibitors; hit rate 0.065% among 280,000; AID 1469, 2008;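 note: plate controls were bound peptide for no effect and peptide without receptor for full effect; nearly all actives have a fitted effect of over 50% in size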
Target sequence (P10828 whole entry, looked up): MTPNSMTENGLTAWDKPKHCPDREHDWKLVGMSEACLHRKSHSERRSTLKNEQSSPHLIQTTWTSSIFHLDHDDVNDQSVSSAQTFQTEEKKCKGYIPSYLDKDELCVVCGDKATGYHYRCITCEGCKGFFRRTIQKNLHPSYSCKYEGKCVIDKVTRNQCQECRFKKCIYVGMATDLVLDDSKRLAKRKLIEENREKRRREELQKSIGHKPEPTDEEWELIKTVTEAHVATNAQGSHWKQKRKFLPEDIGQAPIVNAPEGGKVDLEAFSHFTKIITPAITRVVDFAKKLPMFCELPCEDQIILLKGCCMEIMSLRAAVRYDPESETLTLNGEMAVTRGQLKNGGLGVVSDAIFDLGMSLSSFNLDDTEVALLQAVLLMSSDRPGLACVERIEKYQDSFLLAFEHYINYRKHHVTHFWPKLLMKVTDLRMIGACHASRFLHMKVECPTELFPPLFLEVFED
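Human TRb ligand-binding domain (0.6 uM) is mixed with 20 nM Texas Red SRC2 peptide and 1 uM T3; after compound addition and 5 hr at ambient temperature, polarization is measured and normalized to unbound and bound controls.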
KDM4E inh: qHTS Assay for Inhibitors of Human Jumonji Domain Containing 2E (JMJD2E) | hit rate 1.6% among 230,000 | Potency, µM (highest dose often 57.1 µM), inactives show top-dose activity change, negative = inhibition, actives largely listed as inhibitors | Lysine-specific demethylase 4E (Homo sapiens), B2RXH2 | JMJD2E catalytic domain, FDH-coupled NADH fluorescence (FDH is formaldehyde dehydrogenase); active = well fitted inhibition curve with a large enough effect, not every such curve was filed as active; inconclusive = small, poorly fitted or top-dose-only effect, or another doubt; inactive = no such curve, though single readings can be large or run the other way;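 note: 0% = wells with enzyme and -100% = buffer wells without enzyme; nearly all actives have a fitted effect of over 50% in size; many of its hits are not listed in these tables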
Target sequence (B2RXH2 1-337 limits assumed): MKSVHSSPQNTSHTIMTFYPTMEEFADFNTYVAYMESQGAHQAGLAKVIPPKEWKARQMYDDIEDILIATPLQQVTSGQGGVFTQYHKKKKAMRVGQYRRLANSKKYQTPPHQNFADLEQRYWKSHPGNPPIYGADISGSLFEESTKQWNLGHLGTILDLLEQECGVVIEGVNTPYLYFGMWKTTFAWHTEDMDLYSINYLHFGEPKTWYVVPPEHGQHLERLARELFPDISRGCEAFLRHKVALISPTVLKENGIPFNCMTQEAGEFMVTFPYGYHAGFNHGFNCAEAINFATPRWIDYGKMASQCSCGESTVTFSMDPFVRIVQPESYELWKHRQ
Tau fibril FP: qHTS for Inhibitors of Tau Fibril Formation, Fluorescence Polarization; Microtubule-associated protein tau (Homo sapiens), P10636; K18 P301L tau heparin fibrillization, Alexa594 FP, 6 h; Potency, µM (top dose mostly 57.7 µM), for the others: top-dose activity, negative = inhibition, hits mostly inhibitors; hit rate 0.39% among 280,000; AID 1468, 2008; note: nearly all actives have a fitted effect of over 55% in size
Target sequence (P10636 561-689 P618L limits assumed): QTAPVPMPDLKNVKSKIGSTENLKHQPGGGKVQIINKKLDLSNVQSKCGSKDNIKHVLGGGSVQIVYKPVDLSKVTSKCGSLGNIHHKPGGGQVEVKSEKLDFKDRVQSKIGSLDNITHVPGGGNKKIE
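Human tau K18 […] P301L fragment, 15 uM unlabeled plus 0.24 uM Alexa 594-labeled tau (final), with compound and 20 uM heparin in 100 mM sodium acetate pH 7; 6 hr at 37 C, then Alexa 594 FP read.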
RGS12 GoLoco inh: qHTS Assay for Inhibitors of RGS12 GoLoco Motif Activity (Red Fluorophore); Guanine nucleotide-binding protein G(i) subunit alpha-1 (Homo sapiens), P63096; Gai1:RGS12 GoLoco peptide FP, rhodamine, 10 min; Potency, µM (doses to about 61.6 µM), without a hit: at the top dose activity, negative = inhibition, hits mostly inhibitors; hit rate 0.44% among 230,000; AID 880, 2007; active = well fitted inhibition curve with a large enough effect, not every such curve was filed as active; inactive = no such curve, though single readings can be large or run the other way; note: nearly all actives have a fitted effect of over 30% in size; many of its hits are not listed in these tables
L3MBTL1 inh: qHTS Assay for the Inhibitors of L3MBTL1; Lethal(3)malignant brain tumor-like protein 1 (Homo sapiens), Q9Y468; AlphaScreen L3MBTL1–H3K9me1 peptide binding; Potency, µM (series often up to 57.1 µM), for the others: at the top dose activity, negative = inhibition, actives largely listed as inhibitors; hit rate 0.66% among 230,000; note: nearly all actives have a fitted effect of over 60% in size
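L3MBTL1 (50 nM) pre-complexed 30 min with biotinylated H3(1-15)K9me1 peptide (75 nM), then compounds added for 30 min at room temperature; AlphaScreen streptavidin donor/nickel chelate acceptor beads (10 ug/mL final) read after 30 min dark incubation.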
RECQ1 helicase: qHTS Assay for Inhibitors of RecQ-Like Dna Helicase 1 (RECQ1); RECQ1 DNA unwinding, red fluorescence kinetic read; Potency, µM (titrated, usually from 57.3 µM), inactives show top-dose activity, negative = inhibition, usual class: inhibitors; hit rate 0.54% among 240,000;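 note: plate controls were vehicle for no effect and no enzyme for full effect; nearly all actives have a fitted effect of over 30% in size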
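50 nM RECQ1T1 preincubated 15 min with compound in Tris pH 8.0 buffer with MgCl2, DTT, Tween-20 and 2.5 ug/ml poly(dI-dC); started with 200 nM TAMRA/BHQ-2 forked duplex and 2 mM ATP. Unwinding read as fluorescence (525/598 nm), two reads 2 h apart.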
TexasRed fluor: Total Fluorescence Counterscreen for Inhibitors of the Interaction of Thyroid Hormone Receptor and Steroid Receptor Coregulator 2; TRb/SRC2 Texas Red total fluorescence interference; Potency, µM (highest dose often 106 µM), inactives show top-dose fluorescence change, negative = quenching; hit rate 0.29% among 280,000; AID 1479, 2009; active = well fitted curve in either direction with a large enough effect; inconclusive = small, poorly fitted or top-dose-only effect
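Human TRβ ligand-binding domain (0.6 uM) and Texas Red SRC2 peptide (20 nM) in Tris buffer with 1 uM T3 and 5% DMSO were incubated with pinned compound for 5 hr at ambient temperature. Total fluorescence was computed as S + 2P (555/632 nm).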
Tau ThT inhib: qHTS for Inhibitors of Tau Fibril Formation, Thioflavin T Binding | hit rate 2.1% among 270,000 | recombinant tau K18 P301L (four-repeat tau fragment), heparin-induced fibrillization, ThT fluorescence | Microtubule-associated protein tau (Homo sapiens), P10636 | AID 1460, 2008 | Potency, µM (series often up to 57.4 µM), inactives show at the top dose activity, negative = inhibition, usual class: inhibitors; note: nearly all actives have a fitted effect of over 55% in size
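K18 P301L tau (15 uM + 0.24 uM Alexa 594-tagged), heparin 20 uM, NaOAc pH 7, 6 h 37 C; ThT 30 uM, 1 h RT, ex 450/em 510 nm.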
* hit, by the source's call; i = inactive; ? = inconclusive; . = not tested or not shown; [ ] = another dose, or the depositor's remark. Unless noted, calls come from the whole dose curve; as a rule, active = well fitted curve in the direction sought with a large enough effect; inconclusive = small, poorly fitted or top-dose-only effect, or another doubt; inactive = no such curve, though single readings can be large; an effect the other way counts as inactive or inconclusive. Unless noted, % is set by controls: 0 for no effect and ±100 for the full control effect; potency is the fitted concentration of half-maximal effect. This is a subset, so the mix of outcomes need not match the whole.

No. | SMILES | TRb SRC2 PPI | KDM4E inh | Tau fibril FP | RGS12 GoLoco inh
1 | CCc1ccc(-c2csc3ncn(CC(=O)N4CCOCC4)c(=O)c23)cc1 | -1% | -2% | -3% | 2%
2 | Cc1ccc(C(=O)N(CC(=O)NC2CCCC2)c2ccc3c(c2)OCCO3)s1 | 0% | -3% | 2% | -1%
3 | Cc1cc(NS(=O)(=O)c2ccc(NC(=O)C(C)N3C(=O)c4ccccc4C3=O)cc2)nc(C)n1 (stereo unspecified) | -7% | -4% | 3% | 4%
4 | CCc1sc(NC(=O)CCC(=O)O)nc1-c1cc2ccccc2oc1=O | 0% | 4% | 7% | -1%
5 | O=C(O)CCC(=O)Nc1ccc2c(c1)oc1ccccc12 | 9% | 3% | 10% | 13%
6 | Cc1ccc(C)c(N2CCN(C(=O)c3cccn4c(=O)c5sccc5nc34)CC2)c1 | 5% | 1% | 0% | 1%
7 | COc1ccc(C2=NO[C@@H]3C(=O)N(Cc4ccccc4)C(=O)[C@H]23)cc1OC | -13% | 2% | -7% | 8%
8 | CC1(Cc2cn(CCC#N)c3ccccc23)OCCO1 | -4% | 0% | 4% | 2%
9 | CC(=O)N1CCCc2cc(S(=O)(=O)N3CCCC(C(=O)Nc4ccc(F)cc4F)C3)ccc21 (stereo unspecified) | -2% | . | -14% | .
10 | CCn1cc(/C=C/C(=O)Nc2c(C)nn(Cc3ccccc3C)c2C)cn1 | 7% | 2% | -6% | 4%
11 | CCN(CC)S(=O)(=O)c1cccc(NC(=O)COC(=O)C2COc3ccccc3O2)c1 (stereo unspecified) | 1% | 0% | -16% | 3%
12 | O=C(Nc1cnn(Cc2ccc(F)cc2)c1)c1noc2c1CCCC2 | -3% | -10% | -2% | 2%

No. | L3MBTL1 inh | RECQ1 helicase | TexasRed fluor | Tau ThT inhib
1 | . | -13% | 0% | -3%
2 | -20% | -13% | -2% | -5%
3 | 5%[11.4 µM] | -8% | 0% | 5%
4 | . | i | 2% | -5%
5 | 8% | -4% | 2% | -5%
6 | . | i | -1% | -4%
7 | . | i | 0% | 3%
8 | 4% | 5% | 1% | 4%
9 | . | . | -32% | 0%
10 | -6% | -2% | 0% | 7%
11 | 6% | 0% | -1% | 10%
12 | . | -13% | -1% | ?

Whole records, looked up by structure. Order of values: TRb SRC2 PPI	KDM4E inh	Tau fibril FP	RGS12 GoLoco inh	L3MBTL1 inh	RECQ1 helicase	TexasRed fluor	Tau ThT inhib
COc1ccc(C2=NO[C@@H]3C(=O)N(Cc4ccccc4)C(=O)[C@H]23)cc1OC as listed: -13%	2%	-7%	8%	.	i	0%	3%
Cc1ccc(C(=O)N(CC(=O)NC2CCCC2)c2ccc3c(c2)OCCO3)s1 as listed: 0%	-3%	2%	-1%	-20%	-13%	-2%	-5%
CC(=O)N1CCCc2cc(S(=O)(=O)N3CCCC(C(=O)Nc4ccc(F)cc4F)C3)ccc21 (stereo unspecified) as listed: -2%	.	-14%	.	.	.	-32%	0%

Following part:
No. | SMILES | TRb SRC2 PPI | KDM4E inh | Tau fibril FP | RGS12 GoLoco inh
13 | S=C1NCN(Cc2cccnc2)CN1c1cccc2ccccc12 | 6% | 1% | 3% | 0%
14 | COCCCNC(=O)CCn1c(=O)c2ccccc2n(CC(=O)Nc2ccc(C)cc2C)c1=O | -9% | 1% | ? | 6%
15 | CCCC1=C(C(=O)OCC)C(c2ccc(O)cc2)n2ncnc2N1 (stereo unspecified) | -8% | 1% | -2% | -2%
16 | CC(C)(O)C#Cc1ccccc1C(=O)NC(CC(N)=O)C(=O)O (stereo unspecified) | -2% | 1% | -2% | -4%
17 | CN(C)S(=O)(=O)c1cccc(C(=O)C2=C3SC=C(c4ccccc4)N3CC2)c1 | -10% | -4% | -14% | 101%[activator]
18 | Cc1cccc(C)c1OCC(=O)N(Cc1cccs1)C1CCS(=O)(=O)C1 (stereo unspecified) | 2% | 7% | -6% | 4%
19 | CC(C)(C)c1ccc(/C=C2/SC(N3CCCC3)=NC2=O)cc1 | -2% | 1% | 9% | 8%
20 | COc1ccc(/C=N/NC(=O)c2ccc(CN3c4cccc5cccc(c45)S3(=O)=O)cc2)cc1 | -1% | ? | ? | 9%
21 | CCCCN1C(=O)CN(C2CCCCCC2)C(=O)C1c1ccc(OCC)c(OC)c1 (stereo unspecified) | -4% | . | 9% | .
22 | O=C(CSc1nnnn1-c1ccc(F)cc1)c1ccc(O)c(O)c1 | -1% | 28µM* | 8% | -3%
23 | COCCSc1nnc(NS(=O)(=O)c2ccc(F)cc2)s1 | 7% | -12% | -5% | 16%
24 | Cc1csc(SCC(=O)Nc2c(C)n(C)n(-c3ccccc3)c2=O)n1 | 7% | -5% | 0% | 9%

No. | L3MBTL1 inh | RECQ1 helicase | TexasRed fluor | Tau ThT inhib
13 | -4% | -14% | -3% | -4%
14 | 6% | -5% | -3% | 10%
15 | 2%[11.4 µM] | i | 0% | -5%
16 | . | -4% | 0% | 1%
17 | -3% | ? | 0% | ?
18 | 2% | -1% | 1% | -2%
19 | -19% | -2% | -3% | ?
20 | 6% | -4% | -2% | ?
21 | . | . | -4% | 4%
22 | . | 5µM* | -4% | ?
23 | 1% | -10% | 2% | -1%
24 | 20%[11.4 µM] | -2% | -1% | -1%

(further entries)
No. | SMILES | TRb SRC2 PPI | KDM4E inh | Tau fibril FP | RGS12 GoLoco inh
25 | C=CCNc1oc(COc2ccc(C)cc2)nc1C#N | -4% | 4% | 2% | -12%
26 | CS(=O)(=O)N(CC(=O)Nc1cccc([N+](=O)[O-])c1)c1ccccc1F | -3% | -3% | -2% | 17%
27 | CN(C)S(=O)(=O)c1ccc(C(=O)Nc2ccc(OCC(=O)N3CCOCC3)cc2)cc1 | -3% | 1% | -5% | 4%
28 | O=C(Nc1nc2c(Cl)cccc2s1)c1ccc(Br)o1 | 1% | 80% | -1% | -1%
29 | Brc1ccccc1-c1nnc(COc2ncnc3c2cnn3-c2ccccc2)o1 | . | -23% | 2% | 78%[activator]
30 | O=c1c2c(nc3nc(SCc4ccccc4)[nH]n13)CCC2 | 4% | 6% | -1% | 2%
31 | Cc1ccc(-c2cc(C(=O)NCc3ccccn3)c3ccccc3n2)cc1 | -3% | ? | 6% | 14%
32 | C=CCNc1nc(S(=O)Cc2ccc(C)cc2)nc2c1CCCC2 (stereo unspecified) | 0% | 0% | 3% | -1%
33 | COc1ccccc1Nc1sc(C(=O)c2ccc(C)cc2C)c(N)c1S(=O)(=O)c1ccccc1 | -7% | . | -8% | .
34 | O=C(CSc1nc(O)c(Cc2ccccc2)c(=O)[nH]1)Nc1nnc(SCc2ccccc2)s1 | -2% | 0% | 3% | -1%
35 | CC(C)CC(=O)NC(=S)Nc1cccc(NC(=O)c2ccccc2Cl)c1 | -7% | -7% | 2% | 0%
36 | Cc1ccc2nc(N3CCOCC3)c(C=O)c(=O)n2c1 | -16% | -8% | 9% | -6%

No. | L3MBTL1 inh | RECQ1 helicase | TexasRed fluor | Tau ThT inhib
25 | -5% | -19% | 2% | -11%
26 | -3% | i | 0% | -7%
27 | 2% | i | 0% | 5%
28 | . | -2% | -5% | -19%
29 | -2% | -28% | . | -6%
30 | 1% | -2% | 3% | 1%
31 | -6% | -5% | -4% | -25%
32 | -5% | -15% | -4% | -12%
33 | . | . | -3% | -4%
34 | . | -2% | -2% | -2%
35 | . | -4% | -1% | -8%
36 | 33%[activator] | i | 1% | 9%

Additional records.
No. | SMILES | TRb SRC2 PPI | KDM4E inh | Tau fibril FP | RGS12 GoLoco inh
37 | O=C(O)CNC1=NCCC1 | -13% | -1% | 1% | 6%
38 | O=C(c1ccc(N2CCCCC2)c([N+](=O)[O-])c1)N1CCN(c2ccccn2)CC1 | 1% | 4% | 8% | -2%
39 | COCC1CCN(C(=O)c2cc(COc3ccc4ncccc4c3)on2)CC1 | 0% | ? | -4% | -7%
40 | CC(C)NC(=O)Cn1nnc(-c2ccc(Cl)cc2)n1 | 0% | -16% | ? | .
41 | CC(=O)c1ccc(NC(=O)CN2C(=O)CCC2=O)cc1 | -3% | 6% | -1% | 10%
42 | CCOc1ccc(N=C2NC(=O)C(CC(=O)Nc3ccc(OC)cc3)S2)cc1 (stereo unspecified) | -2% | 12% | 5% | 11%
43 | CC(C)C(NS(=O)(=O)c1ccc(Br)s1)C(=O)O (stereo unspecified) | -14% | 0% | 7% | -4%
44 | CCc1ccccc1NC(=O)c1ccc2c(c1)c(C)c(C)n2Cc1ccccc1 | 2% | . | 10% | .
45 | Cc1c(NC(=O)c2cc(-c3cccc(O)c3)on2)c(=O)n(-c2ccccc2)n1C | -8% | . | 0% | .
46 | Cc1nc(NC(=O)c2cc3c(s2)CCCCC3)sc1C(=O)N(C)C | 0% | 6% | 12% | 8%
47 | Cc1ccc(C(=O)NC(=C(Cl)Cl)S(=O)(=O)c2ccc(C)cc2)cc1 | 9% | 2% | 0% | 0%
48 | CN1C(=C2C(=O)OC(C)(C)OC2=O)Sc2ccccc21 | 2% | 1% | 1% | 7%

No. | L3MBTL1 inh | RECQ1 helicase | TexasRed fluor | Tau ThT inhib
37 | -4% | -17% | 4% | 11%
38 | . | -5% | 1% | ?
39 | -1% | -8% | -2% | ?
40 | -2% | -6% | -3% | 25µM*
41 | 1% | i | 0% | -5%
42 | 10% | -9% | -1% | -18%
43 | 10% | -6% | 2% | -7%
44 | . | . | 5% | -9%
45 | . | . | ? | -13%
46 | -2% | -1% | -3% | ?
47 | 9% | -3% | 0% | -15%
48 | 8% | 1% | -2% | 10%
